SIAE primary – human SIAE inhibition, primary screen; hit rate 0.69% among 370,000; AID 1053197; inhibition, % at 9.66 µM; SIAE FP-Rh probe binding, fluorescence polarization; Q9HAT2;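 active = inhibition above a cutoff: mean of compounds within the control limits plus 3 SD of those, cut at about 17% in these data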;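 note: 0% = plate median of compound wells and 100% = probe without SIAE protein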
LEDGF integ inh – blocks HIV-1 LEDGF/p75-dependent DNA integration; AID 743269; hit rate 0.64% among 370,000; TR-FRET IN-LEDGF/p75 DNA integration, Eu/Cy5; inhibition, % at 3.7 µM;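 active = inhibition above the screen-wide mean plus 3 SD, cut at about 13% in these data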;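 note: signal is the Cy5 over europium emission ratio at 671 and 618 nm; 0% = plate median of compound wells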
TDP2 inh – TDP2 (human) inhibition, absorbance primary screen; hit rate 0.34% among 370,000; recombinant TDP2, T5PNP hydrolysis, p-nitrophenol absorbance 415 nm; O95551; inhibition, % at 12.8 µM;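 active = inhibition above the mean of all tested compounds plus 3 SD, set per campaign, cut at about 25% in these data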;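 note: 0% = DMSO with enzyme and 100% = buffer with substrate but no TDP2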
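Material: recombinant human TDP2; quantity: TDP2 enzyme at 120 nM final; medium: Tris-HCl pH 7.5 with MgCl2; compound: single concentration, 12.8 µM nominal, with 1% DMSO; incubation: 2 h enzyme incubation at 37 °C; signal: epi absorbance; measure: percent inhibition; benchmarks: high control without enzyme, low control DMSO plus TDP2; repeats: singlicate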
MBD2 DNA inh – blocks human MBD2 binding to methylated DNA; Q9UBB5; TR-FRET, MBD2 binding to methylated oligonucleotide; inhibition, % at 4.4 µM; hit rate 0.31% among 370,000; in the data active = inhibition above about 13%
rCAG RNA binder – r(CAG) repeat RNA binding. TO-PRO-1 dye displacement fluorescence. inhibition, % at 3 µM. hit rate 1.3% among 370,000. AID 651821;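 active = inhibition above the plate cutoff, the mean of all test compounds on that plate plus 3 SD, cut at about 35% in these data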;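 note: 0% = DMSO alone and 100% = 100 µM mitoxantrone as full dye displacement; higher means more dye released from RNA so lower well fluorescence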
GC-B act – GC-B (human) receptor activation; HEK293-GC-B cells, CNP EC30, cGMP TR-FRET; 0% at EC30 CNP, 100% saturating CNP; activation, % at 10 µM; hit rate 0.11% among 370,000; AID 1920062;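 active = activation at 10 µM reaching about 35% in either raw or pattern-adjusted values, limit read from the data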
HTRA1 inhibitor – blocks human HTRA1 serine peptidase | inhibition, % at 5.96 µM | hit rate 0.5% among 340,000 | recombinant HTRA1, FP-rhodamine activity-based probe, fluorescence polarization; in the data active = inhibition above about 36%;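 note: 0% = enzyme with DMSO and 100% = wells lacking enzyme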
PRMT1 FP inh – inhibitors of human PRMT1; Q99873; inhibition, % at 2.79 µM; recombinant PRMT1, activity-based probe fluorescence polarization; AID 652257; hit rate 1.3% among 370,000;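 active = inhibition above about 21% made by adding two undisclosed values, limit read from the data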
Target sequence (Q99873 whole entry, looked up): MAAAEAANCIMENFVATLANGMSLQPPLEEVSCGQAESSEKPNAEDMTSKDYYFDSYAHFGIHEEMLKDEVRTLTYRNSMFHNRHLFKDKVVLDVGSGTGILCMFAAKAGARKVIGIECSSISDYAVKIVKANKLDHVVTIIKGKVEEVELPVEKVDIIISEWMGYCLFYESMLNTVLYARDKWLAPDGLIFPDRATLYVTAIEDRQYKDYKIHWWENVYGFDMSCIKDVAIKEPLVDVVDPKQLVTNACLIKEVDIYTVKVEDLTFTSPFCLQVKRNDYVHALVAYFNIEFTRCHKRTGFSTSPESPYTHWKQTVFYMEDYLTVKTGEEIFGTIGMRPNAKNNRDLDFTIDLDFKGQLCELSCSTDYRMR
mABHD4 FP – inhibitors of mouse ABHD4 | AID 720543 | hit rate 0.54% among 370,000 | Q8VD66 | inhibition, % at 8.92 µM | purified mABHD4, FP-Rh probe fluorescence polarization;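 active = inhibition exceeding the mean over every tested compound plus 3 SD, cut at about 30% in these data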;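 note: 0% = plate median of compound wells and 100% = S159A mutant with DMSO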
Target sequence (Q8VD66 whole entry, looked up): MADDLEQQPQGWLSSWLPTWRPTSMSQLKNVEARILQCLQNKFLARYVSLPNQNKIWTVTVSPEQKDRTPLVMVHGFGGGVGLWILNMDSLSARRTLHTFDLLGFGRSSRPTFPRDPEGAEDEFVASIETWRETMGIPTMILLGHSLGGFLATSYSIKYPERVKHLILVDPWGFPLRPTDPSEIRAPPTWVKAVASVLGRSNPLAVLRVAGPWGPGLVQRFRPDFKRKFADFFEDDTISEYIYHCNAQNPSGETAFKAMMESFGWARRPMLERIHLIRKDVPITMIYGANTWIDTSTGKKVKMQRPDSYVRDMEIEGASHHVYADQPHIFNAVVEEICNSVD
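system = mouse ABHD4 enzyme, wild type | medium = HEPES pH 7.0, NaCl, Pluronic buffer | also added = FP-Rh probe | incubation = Enzyme–compound pre-incubation 45 min, then probe 60 min, both 25 °C | technique = fluorescence polarization, excitation 525 nm, emission 598 nm, BODIPY TMR filters | controls = S159A mutant high control, sample median low control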
TCR CD3 inh – human TCR-CD3 binding inhibition. TAMRA-labeled TCR probe fluorescence, biochemical. inhibition, % at 9.4 µM. hit rate 0.37% among 360,000. AID 651800; in the data active = inhibition above about 19%;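 note: recombinant mutant TCR 2C K166C tagged with TAMRA read by polarization; 0% = receptor in buffer alone and 100% = receptor with positive control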
* hit, by the source's call; · = not tested or not shown. A portion of the library; rates above refer to the full screens.

Each structure is followed by: GC-B act, TDP2 inh, SIAE primary, PRMT1 FP inh, rCAG RNA binder, LEDGF integ inh, mABHD4 FP, HTRA1 inhibitor, MBD2 DNA inh, TCR CD3 inh
O=C(Nc1ccc(NC(=O)C2CC2)nc1)c1cccc(F)c1
  2, 5, -8, 5, -2, 2, -7, -3, 6, -6
O=C(NC(=S)Nc1ccccc1C(=O)O)c1ccc(-c2ccc(Br)cc2)o1
  -3, -2, -16, 16, 70*, -2, -3, -50, -1, 5
Cc1cccc(NCc2ccccc2)c1
  -1, -17, -5, -1, 0, 3, 1, 14, 0, 3
Cc1cccc(NC(=O)CN(C)C(=O)/C=C/c2ccccc2)c1C
  1, 2, 10, 2, -5, 1, -2, -1, -7, 1
NS(=O)(=O)c1cccc(NC(=O)CCCC2CCCCC2)c1
  -1, 9, -9, 3, 6, 1, -8, -16, 2, -3
Cc1csc(NC(=O)C2CC(=O)N(Cc3ccco3)C2)n1 (stereo unspecified)
  0, 12, 4, -1, 4, 1, -1, 0, 3, 0
COc1cccc(C=NCC(C)N=Cc2cccc(OC)c2O)c1O (stereo unspecified)
  1, 4, 1, -3, -3, 3, 5, 11, -2, -2
CC1CCCCC1NC(=O)C(C)N1C(=O)c2ccccc2C1=O (stereo unspecified)
  4, -12, 13, 2, 1, 3, 1, 4, 7, 5
CO/N=C/NC(=O)Cc1cn(-c2ncc(C(F)(F)F)cc2Cl)c2ccccc12
  -11, 0, -6, -1, -4, 0, -5, -9, 0, 4
FC(F)(F)c1ccc(CSc2ccccn2)cc1
  4, 1, 1, 1, 0, -5, 1, 4, -1, -6
O=C(CSc1nnc(CNC(=O)c2cccs2)o1)Nc1cccc(C(F)(F)F)c1
  0, 10, -1, -1, 4, -2, -7, -9, 0, 7
NS(=O)(=O)c1ccc(CCNC(=O)c2ccc(Cl)cc2[N+](=O)[O-])cc1
  -3, -2, -5, 1, 12, -3, 2, -5, 1, -3
CCNC(=S)N(CCc1c(C)[nH]c2ccc(C)cc12)Cc1ccco1
  -4, -6, 12, 6, 11, 0, 3, -7, -3, -6
CCOC(=O)[C@H]1[C@H]2COc3ccc(OC)cc3[C@@H]2N2C(=O)c3ccc(C)cc3NC(=O)[C@@]12C
  -2, 5, 0, 0, -3, 1, -4, -5, -3, 8
O=P(COc1ccccc1)(c1ccccc1)c1ccccc1
  -9, 10, -6, -2, -8, 5, 0, 2, -4, 3
O=S(=O)(c1ccccc1)N1CCN(CC(O)COc2ccc3c(c2)CCC3)CC1 (stereo unspecified)
  5, 6, -4, 0, -3, 0, 0, -9, 4, 0
CCOC(=O)C1=CN(Cc2cccc(F)c2)S(=O)(=O)NC1CCc1ccccc1 (stereo unspecified)
  0, -6, -22, 1, 3, 5, -35, -46, 1, 1
Cn1cnc(S(=O)(=O)N2CCN(c3ccc(Cl)cc3)CC2)c1
  2, 10, 7, 0, -2, -1, -7, -2, -6, 6
Cc1ccccc1C#CC1=CC(=O)CC(C)(C)C1
  -4, 2, 5, -10, 4, 3, 2, -12, -4, -3
COc1ccc2cc1Oc1ccc(cc1)C[C@H]1c3cc(c(OC)cc3CCN1C)Oc1c(OC)c(OC)cc3c1[C@@H](C2)N(C)CC3
  -5, 0, 7, -2, 1, 1, 0, -9, -3, 3
CCCC(=O)Oc1ccc2c(C)cc(=O)oc2c1
  -3, 6, 1, 0, -2, -3, 3, 3, 0, -1
O=C(CSc1nc(Nc2ccccc2)nc(N2CCOCC2)n1)Nc1ccc2c(c1)OCCO2
  5, 5, -3, 0, 3, 2, 5, -7, 1, 1
CCN(C(=O)CSc1nnc(-c2ccccc2Cl)n1C1CCCC1)C1CCS(=O)(=O)C1 (stereo unspecified)
  1, -6, -5, -1, -7, -4, 8, -1, -1, -2
O=C(OCC(=O)N1CCN(C(=O)c2ccco2)CC1)c1cc(S(=O)(=O)Nc2ccc(Cl)cc2)ccc1O
  -2, 3, -7, 1, 17, -2, -6, -4, -2, -1
CCOc1ccc(CCN2C(=S)N([C@@H](Cc3ccc(O)cc3)CN3CCC[C@@H]3CN3C(=S)NC[C@@H]3CC(C)C)C[C@@H]2CC(C)C)cc1
  2, 6, -8, -1, 12, 0, -14, ·, -7, 6
Cc1ccc(C)c(OC2=NS(=O)(=O)c3ccccc32)c1
  1, -5, 8, -1, 1, 3, -4, -2, 3, 6
Clc1cccc(CN2CCCCCCC2)c1Cl
  2, 4, 3, 3, -1, 1, 11, -2, -1, -1
O=C(C1CC(=O)N(C2CCCC2)C1)N1CCN(c2ccc(F)cc2)CC1 (stereo unspecified)
  9, -1, 4, -1, 1, -2, 8, -1, -4, 10
Cc1cc(NC(=O)CSc2nc3c(cc2C#N)CCCC3)no1
  -1, 1, 5, 1, -1, -3, 3, 1, 6, 4
Cc1ccc(-c2nc3ccccc3o2)cc1NC(=S)NC(=O)/C=C/c1ccco1
  1, 1, -5, 2, 25, -1, -7, -21, 0, 2
Cc1ccc(-c2nnn(CC(=O)N(c3ccccc3F)C(C(=O)NC3CCCC3)c3ccncc3)n2)o1 (stereo unspecified)
  -8, -3, 0, 6, -1, -4, 5, -10, -2, -8
CN(CC(=O)N1CCN(c2cccc(Cl)c2)CC1)S(=O)(=O)c1cccs1
  1, 17, -2, 3, -3, 0, -2, -1, 1, -3
Fc1ccc(NC(=S)N2CCc3ccccc3C2)c(F)c1
  0, 6, 11, -2, 0, -5, 0, -4, -1, 1
COc1ccc(C(CNC(=O)COc2cc(C)ccc2Cl)N2CCCCC2)cc1 (stereo unspecified)
  -7, -12, 3, -1, -7, -4, 0, 5, 1, -2
COc1ccccc1OCc1ccc(C(=O)c2ccccc2)cc1
  1, 13, -9, -1, -5, -9, -13, -24, 0, 4
Cc1ccc(C)c(NC(=O)CCc2nnc3ccc(N4CCCC4)nn23)c1
  -1, -2, -4, -5, -2, -4, -1, -3, -1, 2
O=S(=O)(NC1CCCCC1Nc1ccc(Cl)cc1)c1ccccc1 (stereo unspecified)
  3, 14, 6, -1, 4, 1, -1, -22, -5, 2
Cc1cc(NC(=O)C(C)SCC(=O)Nc2ccc(Br)cc2Br)no1 (stereo unspecified)
  -4, 14, 0, -2, 10, 5, 1, -5, 3, 6
COc1ccccc1NS(=O)(=O)c1cccc(NC(=O)c2ccc3ccccc3n2)c1
  -4, -3, -36, -2, 6, 2, -41, -70, -4, -4
CCN(CC)S(=O)(=O)c1cc(NC(=O)Cn2ncc(Cl)c(Cl)c2=O)ccc1C
  2, 4, -12, 2, 20, 6, -3, -16, 11, 7

Some of these compounds in order of the MBD2 DNA inh value, smallest number first.
Compound,GC-B act,TDP2 inh,SIAE primary,PRMT1 FP inh,LEDGF integ inh,mABHD4 FP,HTRA1 inhibitor,MBD2 DNA inh,TCR CD3 inh
Fc1ccc(NC(=S)N2CCc3ccccc3C2)c(F)c1,0,6,11,-2,-5,0,-4,-1,1
CN(CC(=O)N1CCN(c2cccc(Cl)c2)CC1)S(=O)(=O)c1cccs1,1,17,-2,3,0,-2,-1,1,-3
Cc1cc(NC(=O)C(C)SCC(=O)Nc2ccc(Br)cc2Br)no1 (stereo unspecified),-4,14,0,-2,5,1,-5,3,6

Following part.
Each structure is followed by: GC-B act, TDP2 inh, SIAE primary, PRMT1 FP inh, rCAG RNA binder, LEDGF integ inh, mABHD4 FP, HTRA1 inhibitor, MBD2 DNA inh, TCR CD3 inh
CSc1nc(-c2ccc(Cl)cc2)nn1S(=O)(=O)c1ccc(Cl)cc1
  0, -1, 4, 2, -3, -5, -3, -3, 2, -1
Cc1ccc(NC(=O)COC(=O)CCc2nc3ccccc3c(=O)[nH]2)cc1Cl
  -4, 8, 4, -1, 0, 2, -1, 2, 2, -2
COCc1[nH]nc2c1C1(CCC3(CC1)OCCO3)C(C#N)=C(N)O2
  3, 3, -1, 0, 0, -4, -3, 4, -3, 4
C=CCN1[C@@H](CC(C)C)COc2cccc(N3CCSCC3)c2S1(=O)=O
  -12, 7, -1, -2, 2, -1, -1, ·, -1, ·
CCN(CC)C(=O)CC(c1ccc(OC)cc1)c1c(O)cc(OC)cc1OC (stereo unspecified)
  2, 4, 0, -1, -6, -1, -4, -14, 0, 10
O=C1CN(C(=O)CN2C(=O)NC(c3ccccc3)(c3ccccc3)C2=O)c2ccccc2N1
  -1, -3, 0, 4, 8, 4, -10, 10, 8, -4
O=C(Nc1ncc2c(n1)-c1ccccc1OC2)c1ccc(Cl)cc1
  -1, -4, -2, -3, 0, -1, -6, -8, -1, 7
c1csc(CN2CCOCC2)c1
  ·, -4, 2, -2, 5, 6, 3, -4, 1, -5
CSc1ccc(CNC(=O)c2c(C)noc2C)s1
  6, 4, -2, -1, -5, -2, 0, 3, 0, -2
O=C1C=C(O)CC(c2ccc(Cl)cc2)C1 (stereo unspecified)
  3, 7, -3, -1, 11, 2, 2, -8, -1, -4
O=C(C1CCCO1)N1CCN(C2=Nc3ccccc3Sc3ccccc32)CC1 (stereo unspecified)
  -7, -8, -4, -4, 2, 4, -3, ·, 3, ·
COc1ccc(NS(=O)(=O)c2ccc3c(c2)[C@H]2C=CC[C@H]2[C@@H](c2ccc(C(=O)O)cc2)N3)cc1
  4, 2, 29*, 38*, 96*, 52*, 44*, 57*, 5, 4
Cc1ccccc1CNc1ncnc2cc(Cl)ccc12
  15, 9, -6, 1, -1, -3, 3, -11, 3, -5
O=C(c1ccccc1)C1CCN(C(=O)c2ccco2)CC1
  6, -5, -10, -2, -3, 0, -2, -6, 4, -7
COc1cccc(-n2c(Cc3cc(=O)[nH]c(=O)[nH]3)nnc2SCC(=O)N2CCC(C)CC2)c1
  1, -4, 3, -3, -2, 3, 4, 7, 1, -3
Cc1oc2c(c1C(=O)NC(Cc1c[nH]c3ccccc13)C(=O)O)CCCC2 (stereo unspecified)
  6, -6, -2, -1, 18, -2, -2, -1, -3, 6
COc1cccc(/C=C/C(=O)c2ccc3c(c2)OCCO3)c1OC
  3, 16, -2, -3, -4, 5, -2, -12, -1, 4
O=C(O)CCc1nnc2n(Cc3ccc(F)cc3)c(=O)c3ccccc3n12
  2, -1, 6, -1, 3, -3, -2, 3, -3, 4

Screening data from PubChem BioAssay.
